Growth percent in the NCI-60 one-dose screen (48 h, 10 µM unless noted): 100 = growth as untreated, 0 = no growth, -100 = all killed.
NCI-H322M: NCI-H322M lung cancer. AID 1794733. 2.7% of 80,000 active
COLO 205: COLO 205 colon cancer; 7.3% of 79,000 active
NCI-H460: NCI-H460 lung cancer | 6.8% of 82,000 active | AID 1794736
NCI-H522: NCI-H522 lung cancer. 8% of 78,000 active. AID 1794739
HCT-15: HCT-15 colon cancer; 5.2% of 82,000 active; AID 1794746
NCI/ADR-RES: NCI/ADR-RES ovarian cells; 4.4% of 81,000 active
NCI-H226: NCI-H226 lung cancer; 3.5% of 79,000 active
HCT-116: HCT-116 colon cancer; 7.3% of 82,000 active; AID 1794798
NCI-H23: NCI-H23 lung cancer | 4% of 80,000 active | AID 1794731
Numbers without * were called inactive; x = not tested or not shown; & = joins results of further samples. How the source made its calls: active means growth percent below 10; inactive means the rest. Not all compounds are listed; count on the stated rates, not on these rows.

Screens by letter – A = NCI-H322M; B = COLO 205; C = NCI-H460; D = NCI-H522; E = HCT-15; F = NCI/ADR-RES; G = NCI-H226; H = HCT-116; I = NCI-H23
> Cn1cc(C(=O)c2nc(-c3cn(C)c4ccc(Br)cc34)no2)c2ccccc21
  A: 96.2	B: 105.5	C: 98.9	D: 81.3	E: 104.1	F: 111.6	G: 84.3	H: 99.8	I: 102.5
> O=C(NC[C@H](O)CN1CCc2ccccc2C1)c1cc(NC2COC2)ncn1
  A: 93.6	B: 92.4	C: 97.8	D: 92.0	E: 102.5	F: 98.4	G: 108.3	H: 86.7	I: 99.7
> CC[C@]1(O)CC2CN(CCc3c([nH]c4ccccc34)[C@@](C(=O)OC)(c3cc4c(cc3OC)N(C)[C@H]3[C@@](O)(C(=O)OC)[C@H](OC(C)=O)[C@]5(CC)C=CCN6CC[C@]43[C@@H]65)C2)C1 (stereo not given in full)
  A: 54.4	B: -50.7*	C: 2.5*	D: -17.9*	E: 6.5*	F: -17.4*	G: 48.9	H: 1.7*	I: 16.1
> COc1ccc2c(c1)c(-c1nnc(N)nc1-c1cn(C)c3ccc(OC)cc13)cn2C
  A: 96.1	B: 111.5	C: 98.9	D: 83.6	E: 81.4	F: 96.7	G: 90.0	H: 69.5	I: 91.0
> NS(=O)(=O)c1cc2c(cc1C(F)(F)F)NC(Cc1ccccc1)NS2(=O)=O (stereo not given)
  A: 97.0	B: 106.8	C: 113.6	D: 91.4	E: 105.0	F: 106.9	G: 99.4	H: 99.7	I: 100.7
> COc1cc(Nc2c(C#N)cnc3cc(OCCCN4CCN(C)CC4)c(OC)cc23)c(Cl)cc1Cl
  A: 13.3	B: 6.9*	C: 38.6	D: 14.5	E: 57.5	F: 78.6	G: 78.4	H: 23.3	I: 61.5
> COc1ccc(N=N/C(C(=O)C(F)(F)F)=C(\O)c2ccc(Cl)cc2)cc1
  A: 79.9	B: 112.2	C: 56.8	D: 48.7	E: 38.4	F: 24.8	G: 95.8	H: 57.6	I: 61.1
> Cn1cc(-c2nc(N)nnc2-c2c[nH]c3ccccc23)c2ccccc21
  A: 90.0	B: 111.8	C: 93.5	D: 79.4	E: 69.4	F: 96.6	G: 78.5	H: 81.0	I: 84.3
> COc1cc2nc(N3CCN(C(=O)C4COc5ccccc5O4)CC3)nc(N)c2cc1OC (stereo not given)
  A: 99.4&75.6&122.8	B: 104.4&93.6	C: 116.9&98.5&101.3	D: 84.1&82.6	E: 105.4&97.5&107.7	F: 109.9&97.6&93.9	G: 99.9&96.7&96.2	H: 104.4&79.8&105.5	I: 100.8&99.0&90.1
> O=C1NC(=O)[C@@]2(CCOc3ccc(F)cc32)N1
  A: 102.0	B: 107.4	C: 108.0	D: x	E: 100.6	F: 104.2	G: 107.6	H: 104.8	I: 104.8
> CCN(CC)CCOc1ccccc1C(=O)CCc1ccccc1
  A: 89.4	B: 91.6	C: 103.7	D: x	E: 101.1	F: 96.5	G: 97.9	H: 92.3	I: 97.5
> O=C(Nc1ccc(Cl)cc1)Nc1ccc(Cl)c(C(F)(F)F)c1
  A: 17.1	B: -73.8*	C: 0.2*	D: 3.9*	E: 8.1*	F: -37.1*	G: 2.7*	H: 2.8*	I: -15.5*
> CCC[C@H](N[C@@H](C)C(=O)N1[C@H](C(=O)O)C[C@@H]2CCCC[C@@H]21)C(=O)OCC
  A: 102.6	B: 110.5	C: 115.6	D: 101.7	E: 99.3	F: 98.5	G: 104.6	H: 106.1	I: 94.2
> Nc1nccs1
  A: 105.5	B: 107.9	C: 108.1	D: 111.7	E: 106.9	F: 99.2	G: 98.3	H: 93.9	I: 101.0
> Cc1cc(-c2nc(-c3ccc(OC(F)(F)F)cc3)no2)nn1Cc1ccnc(N2CCN(C3CC3)CC2)c1
  A: 77.9	B: x	C: 62.5	D: 48.6	E: 80.2	F: 62.5	G: 59.8	H: 32.7	I: 40.4
> C=CCSc1nc(NC(=O)CN2CCN(c3cc4c(cc3F)c(=O)c(C(=O)O)cn4C3CC3)CC2)cc(=O)[nH]1
  A: 96.7	B: 106.8	C: 102.9	D: 94.4	E: 101.3	F: 99.6	G: 97.1	H: 104.4	I: 97.7
> Cn1ncc(Cl)c1-c1cc(C(=O)N[C@H](CN)Cc2ccc(F)c(F)c2)oc1Cl
  A: 18.8	B: -77.9*	C: 3.0*	D: -66.7*	E: 6.6*	F: 8.9*	G: 11.8	H: -28.3*	I: 11.3
> c1ccc2c(CC3=NCCN3)cccc2c1
  A: 114.9&98.1	B: 111.8&112.7	C: 105.0&108.2	D: 90.0&103.4	E: 105.7&103.5	F: 104.9&100.7	G: 100.1&91.4	H: 104.0&94.7	I: 98.5&96.3
> O=c1cc[nH]c(=O)[nH]1
  A: 106.7	B: 112.6&117.3	C: 101.2&112.3	D: 75.1	E: 101.1&102.3	F: 103.7&106.3	G: 93.4&108.4	H: 86.3&100.7	I: 100.0&100.9
> C[C@H]1COc2c(N3CCN(C)CC3)c(F)cc3c(=O)c(C(=O)O)cn1c23
  A: 94.0	B: 103.7	C: 107.2	D: 90.6	E: 98.8	F: 107.6	G: 99.3	H: 109.0	I: 103.5

(next part)
smiles,NCI-H322M,COLO 205,NCI-H460,NCI-H522,HCT-15,NCI/ADR-RES,NCI-H226,HCT-116,NCI-H23
CC(C)(C)c1cnc(CSc2cnc(NC(=O)C3CCNCC3)s2)o1,5.6*,-45.3*,2.7*,-24.8*,22.8,53.0,3.1*,2.2*,-22.2*
COc1ccc(C2=NN(c3ccc(S(N)(=O)=O)cc3)C(c3ccc(N(C)C)cc3)C2)c(OC)c1 (stereo not given),106.8,120.3,101.3,85.1,101.7,98.1,99.4,135.3,89.9
Cn1cc(-c2cnc3ccc4ccc(CS(=O)(=O)NCc5ccccn5)cc4c(=O)c3c2)cn1,62.0,63.9,68.5,43.8,32.9,74.9,57.7,63.8,65.8
NS(=O)(=O)c1cccc(N2C(=O)C3CC=CCC3C2=O)c1 (stereo not given),95.5,111.6,111.9,88.1,101.5,104.7,100.2,98.1,99.9
Cc1nc2ccc(-n3ncc(C(=O)c4cc5ccccc5[nH]4)c3N)cc2[nH]1,86.5,38.7,5.1*,36.5,30.9,66.0,48.4,27.1,74.0
O=C(O)[C@@H]1[C@H]2C[C@H]3c4[nH]c5ccccc5c4CCN3C[C@@H]2CC[C@@H]1O,109.8,122.8,121.2,18.2,106.1,112.4,103.4,92.6,101.9
CCN(CCCOc1ccc2c(Nc3cc(CC(=O)Nc4cccc(F)c4)[nH]n3)ncnc2c1)CCOP(=O)(O)O,68.5,-8.0*,45.0,44.0,84.7,98.3,93.8,47.5,73.4
CC(Oc1c(Cl)cccc1Cl)C1=NCCN1 (stereo not given),x,113.0,107.2,x,101.4,106.8,108.1,101.5,106.3
[2H]C1([2H])NCCN(c2ccc(Nc3ncc4c(C)c(C(C)=O)c(=O)n(C5CCCC5)c4n3)nc2)C1([2H])[2H],53.9,49.2,40.5,84.7,60.5,105.9,72.7,42.6,76.4
C[C@@H](NC(=O)c1ncnc(N)c1Cl)c1ncc(C(=O)Nc2cc(C(F)(F)F)c(Cl)cn2)s1,80.9,13.2,71.6,46.0,86.4,79.8,78.6,25.3,59.8
Nc1cc(-c2ccncc2)c[nH]c1=O,x,113.2,109.8,x,103.0,103.7,103.3,97.1,101.7
CN1CCC(=C2c3ccccc3CCc3sccc32)CC1,84.3,69.0,106.7,83.1,89.7,92.5,106.3,83.9,83.5
Cc1ccc([C@@H]2C[C@@H]3Cc4ccc5ccccc5c4N2O3)s1,96.8,107.1,104.2,76.0,99.5,92.2,94.5,83.3,81.3
CC(C)Cc1ccc(C(C)C(=O)O)cc1 (stereo not given),112.9,x,106.2,x,x,104.3,x,x,104.0
CC1=NN(c2ccccc2)C(=O)C1,98.3&121.9&101.6,109.7&110.1&123.8,103.0&105.8&125.2,99.9&110.6&115.8,93.8&112.9&97.5,93.4&106.3&100.3,81.0&129.5&108.7,99.3&112.7&104.9,88.8&103.3&102.7
Cn1cc(-c2nnc(-c3cn(C)c4ncccc34)s2)c2cc(F)ccc21,91.1,113.6,99.5,75.8,89.7,92.2,104.0,98.4,100.3
C/C=C\C1=C(C(=O)O)N2C(=O)C(NC(=O)C(N)c3ccc(O)cc3)C2SC1 (stereo not given),96.9,112.9,111.0,88.1,100.5,99.2,101.8,106.2,102.2
O=C(Nc1ccccc1)Nc1ccc2nc(NS(=O)(=O)c3ccc4ccccc4c3)sc2c1,105.1,113.6,106.5,98.2,104.4,99.8,89.5,104.3,94.0
COc1ccc2c(c1)c(-c1nnc(N)nc1-c1c[nH]c3ccc(Br)cc13)cn2C,95.9,104.4,101.0,87.8,92.1,110.6,94.7,97.3,105.8
O=C(O)C(O)C(O)C(O)C(O)C(=O)O (stereo not given),98.8,96.3,103.5,101.9,105.8,104.5,104.1,102.4,100.6
COc1ccc(/C=C/C(C)=N/OC(C)C(=O)NC(C)C)cc1 (stereo not given),100.0,102.7,105.4,86.1,100.4,108.4,102.8,93.5,107.5
COc1ccc(CN(CCN(C)C)c2ccccn2)cc1,91.6&115.9,112.9&110.4,114.9&115.4,91.8&105.4,109.7&90.8,100.5&105.1,107.8&112.9,100.9&112.6,107.6&104.7
COc1cc(N2CCC(N3CCN(C)CC3)CC2)ccc1Nc1ncnc(Nc2ccccc2S(=O)(=O)C(C)C)n1,109.4,99.0,102.4,80.5,103.5,109.1,109.4,88.2,102.0
COC(=O)c1cccnc1,105.8,95.3,105.1,78.2,102.7,95.9,98.0,97.8,95.6
O=C(Nc1ccc(Cl)c(Cl)c1)Nc1ccc2nc(NS(=O)(=O)c3ccc4ccccc4c3)sc2c1,105.5,107.8,102.1,97.9,104.3,106.4,86.6,108.4,97.3
Cn1c(Nc2ccc(C(F)(F)F)cc2)nc2cc(Oc3ccnc(-c4ncc(C(F)(F)F)[nH]4)c3)ccc21,30.8,22.9,59.2,40.5,21.4,66.3,64.5,32.9,48.8
COc1ccccc1OCC(O)COC(N)=O (stereo not given),97.2,113.2,109.1,94.1,108.9,103.3,92.7,99.7,98.4
Cc1cc2c(s1)Nc1ccccc1N=C2N1CCN(C)CC1,101.5,99.5,105.4,83.8,106.5,101.0,94.5,95.5,107.5
N=C(N=C(N)N)N1CCOCC1,111.7&95.4,106.6&103.5,102.2&99.8,106.8&94.7,94.5&100.7,98.8&104.7,98.3&99.3,96.4&104.1,90.8&103.1

Structural class: the entries above with a COOH group (7)
smiles,NCI-H322M,COLO 205,NCI-H460,NCI-H522,HCT-15,NCI/ADR-RES,NCI-H226,HCT-116,NCI-H23
CCC[C@H](N[C@@H](C)C(=O)N1[C@H](C(=O)O)C[C@@H]2CCCC[C@@H]21)C(=O)OCC,102.6,110.5,115.6,101.7,99.3,98.5,104.6,106.1,94.2
C=CCSc1nc(NC(=O)CN2CCN(c3cc4c(cc3F)c(=O)c(C(=O)O)cn4C3CC3)CC2)cc(=O)[nH]1,96.7,106.8,102.9,94.4,101.3,99.6,97.1,104.4,97.7
C[C@H]1COc2c(N3CCN(C)CC3)c(F)cc3c(=O)c(C(=O)O)cn1c23,94.0,103.7,107.2,90.6,98.8,107.6,99.3,109.0,103.5
O=C(O)[C@@H]1[C@H]2C[C@H]3c4[nH]c5ccccc5c4CCN3C[C@@H]2CC[C@@H]1O,109.8,122.8,121.2,18.2,106.1,112.4,103.4,92.6,101.9
CC(C)Cc1ccc(C(C)C(=O)O)cc1 (stereo not given),112.9,x,106.2,x,x,104.3,x,x,104.0
C/C=C\C1=C(C(=O)O)N2C(=O)C(NC(=O)C(N)c3ccc(O)cc3)C2SC1 (stereo not given),96.9,112.9,111.0,88.1,100.5,99.2,101.8,106.2,102.2
O=C(O)C(O)C(O)C(O)C(O)C(=O)O (stereo not given),98.8,96.3,103.5,101.9,105.8,104.5,104.1,102.4,100.6
